Bioassay records (PubChem BioAssay)
Dynein cargo inh – dynein cargo transport inhibition; 3617.4 mouse cells, GR-EGFP nuclear translocation imaging; test concentration mostly 20 µM; stimulated with dexamethasone, 1 µM; active compounds read low; z-score, hits read low; 0.47% of 220,000 active; AID 1381;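 active = plate z-score of nuclear minus cytoplasmic receptor signal below a set negative limit, without overly bright fluorescence or cell loss, cut at about -3.5 in these data, passing the limit was not always enough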;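 note: z-score of nuclear minus cytoplasmic ring GR-EGFP intensity difference per well; some compounds called inactive have numbers as strong as hits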
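Buffer or medium: tetracycline-free induction medium containing charcoal-stripped FBS / Reagent: dexamethasone agonist, 1.0 µM final, for 30 min / Technique: automated 10x imaging of fixed Hoechst-stained cells / Times: induction 48 h, compound 1 h, agonist 30 min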
Autophagy mod – autophagy modulation, high-content screen; MEF GFP-LC3 puncta imaging; test concentration mostly 10 µM; calls only at 10 µM (by protocol); 0.98% of 190,000 active;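 active = percentage of spot-positive cells more than 3 SD above its plate mean, without a fluorescence outlier flag or 80% toxicity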;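 note: spot-positive cell cutoff set from DMSO-treated cells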
P. falciparum M1AAP – malaria alanyl aminopeptidase activity blockers – biochemical, fluorogenic H-Leu-NHMec substrate, 1536-well (AID 1445). 0.42% of 220,000 active. inhibition, % at 30 µM; hits with a dose series show IC50 in µM. recombinant M1AAP, H-Leu-NHMec fluorogenic kinetic assay; higher % means a stronger effect;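 active = primary inhibition above the hit cutoff, then over 50% inhibition at one or more dose response concentrations, cut at about 23% in these data, passing the limit was not always enough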;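 note: plate controls were DMSO full reaction for no effect and no enzyme background for full effect; strong numbers were not always called active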
ER stress rescue – rescue of cells from ER stress-induced death, primary screen, 384-well, CSM14.1, thapsigargin, ATP luminescence (AID 1222) | CSM14.1 thapsigargin-induced death rescue, ATP luminescence; higher % means a stronger effect | one-dose cellular ATP content (survival), % at 20 µM; EC50 in µM for titrated hits | 190,000 tested, under 10 active;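 active = EC50 below 50 µM in the dose-response confirmation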;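 note: death triggered by thapsigargin at about 15 µM added after 2 h compound pretreatment; cell ATP read after overnight thapsigargin exposure of roughly 18 to 22 hours; normalized against plate controls of thapsigargin alone and 5% DMSO vehicle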
M17LAP inhibition – P. falciparum M17LAP inhibitors, primary screen, biochemical, fluorogenic H-Leu-NHMec substrate, 1536-well (AID 1619) | recombinant M17LAP, H-Leu-NHMec fluorogenic kinetic assay; higher % means a stronger effect | inhibition, % at 30 µM; hits with a dose series show IC50 in µM | 0.38% of 220,000 active;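 active = compound inhibiting the enzyme by more than half at any dose during confirmatory dose-response retesting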;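 note: plate controls were full reaction with DMSO carrier for no effect and no enzyme background for full effect; strong numbers were not always called active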
Yfh1-off respiration – mitochondrial function rescue without frataxin homolog – Friedreich's ataxia, plus single-dose screen, dose response (AID 1465); fold induction at 50 µM, or EC50 in µM where a hit was titrated; S. cerevisiae Yfh1-off respiration, WST-1 reduction, 72 h; higher fold induction means a stronger effect; 0.074% of 220,000 active;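 active = fold induction of absorbance versus untreated yeast above a set limit, then at least 30% activation at any dose in follow-up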;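 note: activators that raise dye reduction in frataxin-depleted yeast; strong numbers were not always called active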
MT stabilize HCS – stabilizes microtubules in HeLa cells. HeLa tubulin immunostaining HCS, 24 h; share of cells brighter than vehicle mean+2SD. % tubulin-high responders, % at 10 µM. AID 2205. 0.83% of 200,000 active;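 active = plate Z-score above 3 for both tubulin-high and condensed-nucleus cell shares, with cell loss under 80%, at 10 µM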;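 note: anti alpha tubulin signal scored within the nucleus-defined area of each cell; some results filed as inactive read as strong as hits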
Hep lipid drop – modulators of hepatic lipid droplet formation. AID 1656. AML12 mouse hepatocytes, oleate lipid droplets, BODIPY imaging. 0.4% of 240,000 active. inhibition, % at 6.5 µM;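 active = lipid droplet intensity inhibited by at least 50%, with more than 500 cells counted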
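Material – mouse AML12 hepatocyte cell line, fixed after treatment · Compound dosing – one dose, 6.5 µM compound · Times – compound with oleate, overnight · Measured by – Image-based BODIPY and DAPI two-channel analysis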
Ins promoter up – MIN6 insulin promoter up-regulation. AID 1625. z-score at 5 µM. MIN6 insulin promoter-GFP reporter, high-content imaging; active compounds read high. 0.3% of 190,000 active;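 active = z-score above 3 at 5 µM with at least 500 cells counted in the well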
Dynein cargo inh cytoplasmic EGFP – second read-out of Dynein cargo inh, no call of its own (marks repeat the call); z-score; measured here: cytoplasmic GR-EGFP intensity; active compounds read high
Dynein cargo inh nuclear GR-EGFP – recorded beside Dynein cargo inh, whose call it bears; z-score; measured here: nuclear GR-EGFP intensity;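 lower value marks the stronger effect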
Dynein cargo inh cell count – recorded beside Dynein cargo inh, whose call it bears; z-score; measured here: cell count per field
Ins promoter up cell count – also measured in Ins promoter up; calls as there; cell count; measured here: cytotoxicity, nuclei count;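 total cells summed across four imaged fields per well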
Hep lipid drop cells 6.5 µM – further read-out of Hep lipid drop, marked with its call; cell count; measured here: cell count, cytotoxicity flag;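 cells counted across two imaged fields per well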
MT stabilize HCS Hoechst-high % – second read-out of MT stabilize HCS, no call of its own (marks repeat the call); % Hoechst-high responders; measured here: nuclear condensation Hoechst responders;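 share of cells brighter than vehicle mean plus two SD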
MT stabilize HCS cytotoxicity % – recorded beside MT stabilize HCS, whose call it bears; toxicity, %; measured here: cytotoxicity by cell density;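 0% = mean cell density of plate MIN control wells and 100% = no cells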
Autophagy mod cell loss 18 h – further read-out of Autophagy mod, marked with its call; toxicity, %; measured here: cell loss, nuclei count;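 cell loss after 18 h compound exposure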
An asterisk follows results filed as active; i = inactive; / = no result given.

Below each compound – Dynein cargo inh, Dynein cargo inh cytoplasmic EGFP, Dynein cargo inh nuclear GR-EGFP, Dynein cargo inh cell count, Autophagy mod, Autophagy mod cell loss 18 h, P. falciparum M1AAP, ER stress rescue, M17LAP inhibition, Yfh1-off respiration, MT stabilize HCS, MT stabilize HCS Hoechst-high %, MT stabilize HCS cytotoxicity %, Hep lipid drop, Hep lipid drop cells 6.5 µM, Ins promoter up, Ins promoter up cell count
1. CC(C)(C)C1=Nn2c(nnc2-c2ccccn2)SC1
    -0.102, -0.156, 0.401, -0.849, i, -9.6, -3.2%, -1.6%, 2.2%, i, 3.8, 2.9, 8.4, /, /, 0.71, 872
2. C(=C\c1ccccc1)/C=N/Nc1nc2ccccc2s1
    -0.0837, -0.206, 0.579, 0.214, i, 32.6, 5.8%, -2.8%, -11.1%, i, 1.5, 1.8, 7.4, /, /, 0.15, 1538
3. COc1ccc(Cn2cnc([N+](=O)[O-])c2)cc1[N+](=O)[O-]
    -1.52, -0.285, -0.667, 1.58, /, /, 3.6%, /, 8.6%, i, /, /, /, -2.8, 678, -0.29, 1497
4. CCCn1c(SCc2cc(=O)oc3ccc4ccccc4c23)n[nH]c1=O
    -2.5, 0.15, -0.999, 0.185, i, -3.2, 21.8%, 3.2%, -38.3%, i, 5.0, 2.9, 6.2, /, /, 0.43, 1083
5. Cc1nn2c(-c3ccccn3)ccnc2c1Cl
    0.651, -0.264, 0.582, -0.227, i, -0.8, 11.7%, /, 2.7%, i, 3.5, 3.8, 9.2, 4.5, 653, 1.04, 1157
6. CCC(C)C(=O)OCC1(c2ccc(C)cc2OC(=O)C(C)C)CO1 (centres undefined)
    1.27, 0.191, 1.53, -2.36, /, /, -11.4%, /, -4.5%, i, /, /, /, 21.3, 697, 0.85, 827
7. CCOC(=O)c1cnc(/N=C/N(C)C)s1
    -0.615, 1.25, -0.1, 0.0105, i, -2.1, 28.4%, -1.6%, 17.7%, i, 5.9, 1.6, 11.2, -2.0, 699, 1.03, 1228
8. CC(C)=CC(=O)OCC(=O)Nc1ccccc1Cl
    -1.02, -0.176, -0.175, 0.581, i, 11.1, 4.4%, -0.7%, 1.5%, i, 1.8, 2.1, 1.6, /, /, 0.64, 1057
9. O=C(NCCc1ccccc1)C(=O)NC1CCCCC1
    2, -0.178, 1.01, -0.739, i, -16.0, -8.8%, -0.1%, -3.6%, i, 1.1, 1.5, 5.0, -8.5, 716, -0.41, 1338
10. COc1cccc(CN2CCNC(=O)C2CC(=O)NCc2cn3ccccc3n2)c1OC (centres undefined)
    -1.12, -0.318, -0.739, 1.47, i, 12.4, -1.8%, 0.0%, 5.0%, i, 3.1, 2.4, 3.0, 16.4, 716, -0.91, 1496
11. O=C1NC(c2ccccc2)Nc2c1sc(=S)n2-c1ccccc1 (centres undefined)
    1.79, 0.304, 1.97, -1.95, i, -6.6, 2.6%, 1.3%, -2.7%, i, 2.1, 1.9, 0.6, -0.4, 734, -0.38, 1220
12. COc1ccccc1NC(=O)C1CCN(c2ncccn2)CC1
    0.125, -0.0965, 0.453, -0.0695, i, 56.6, 5.0%, 0.9%, 19.2%, i, 5.4, 2.1, 15.5, /, /, 0.94, 1675
13. C[C@H]1CC[C@@]2(O[C@@H](CCO)C[C@@H](O)[C@@H]2O)O1
    -1.35, 0.0887, -0.456, 0.519, i, 3.1, 1.6%, 1.3%, 0.0%, i, 5.2, 1.4, 6.9, -1.2, 637, -0.51, 1347
14. O=S(=O)(CCN1CCN(C(c2ccccc2)c2ccccc2)CC1)C(F)(F)F
    -0.861, -0.101, -0.169, 0.506, i, 35.1, 15.2%, 1.6%, 4.0%, i, 2.4, 1.4, 9.8, /, /, -0.82, 1033
15. Cc1cccc(NC(=O)CCCN2C(=S)NC(C)(C)CC2C)c1C (centres undefined)
    -1.3, -0.132, -0.221, 1, i, 8.4, 6.0%, -0.9%, -1.4%, i, 4.1, 2.5, 7.4, 21.4, 726, 1.05, 1270
16. COc1ccc(C(=O)C2CCN(C(=O)c3ccc(C)cc3)CC2)cc1
    -0.754, -0.236, -1.17, 0.712, i, 6.9, 2.4%, -1.0%, -2.2%, i, 2.0, 1.6, 9.9, /, /, -0.02, 1133
17. COc1cccc(CN2CCN(c3nc4nonc4nc3N3CCCCC3)CC2=O)c1
    1.4, 0.00545, 0.63, -0.0348, i, 14.2, -7.2%, 3.2%, 1.4%, i, 0.7, 0.9, 4.3, -34.9, 680, 0.43, 1422
18. O=C(COC(=O)Cc1ccc(Br)cc1)Nc1c(F)c(F)c(F)c(F)c1F
    0.826, -0.137, 0.163, -0.576, i, 1.4, 2.4%, -2.6%, 4.3%, i, 2.5, 1.9, 4.5, 19.4, 756, -0.58, 1406
19. CCCCCOC(=O)C1=C(C)Nc2nnnn2C1c1ccccc1Cl (centres undefined)
    3.85, 0.125, 1.88, -1.69, i, 7.5, 1.2%, -0.7%, -6.7%, i, 0.2, 1.0, 6.7, 24.3, 797, /, /
20. CCOC(=O)c1nnn(-c2nonc2N)c1CN(CC)CC
    0.349, -0.193, 0.143, 0.114, i, 17.5, 1.8%, 0.9%, 3.4%, i, 1.8, 1.5, 9.3, 20.6, 791, 0.21, 1121
21. COc1ccc(/C=N/Nc2cc(C)nc(N3CCOCC3)n2)cc1
    1.39, -0.225, 0.569, -0.822, /, /, 3.7%, /, 5.3%, i, /, /, /, 2.1, 685, 0.16, 1042
22. OCCC1CN(Cc2cnn(-c3ccc(F)cc3)c2)CCN1Cc1ccsc1 (centres undefined)
    -0.754, -0.129, -0.549, -0.211, i, 5.0, 1.2%, -0.4%, 5.2%, i, 1.4, 2.2, 8.9, -0.7, 655, 0.3, 1378
23. Fc1ccc(-c2ccc(/C=N\n3cnnc3)o2)cc1Cl
    0.46, -0.194, 0.57, -0.838, i, -3.8, 20.3%, -2.4%, 32.1%, i, 4.1, 2.1, 7.1, 3.5, 706, -0.53, 899
24. NC(=O)COC(=O)CC1CC2CCC1C2 (centres undefined)
    0.996, 1.77, 0.991, -0.529, i, 18.2, 5.0%, -1.0%, 13.1%, i, 3.0, 1.5, 10.3, 18.4, 716, 0.54, 1618
25. N#Cc1c(N)n(-c2ccc(O)cc2)c2nc3ccccc3nc12
    0.876, -0.101, -0.255, 0.425, i, 6.0, 1.4%, 0.1%, 0.6%, i, 2.5, 0.9, 0.7, -7.1, 653, -0.22, 1252
26. COc1ccc(C)cc1S(=O)(=O)N1CCN(c2cccc(C(F)(F)F)c2)CC1
    0.907, -0.205, 0.272, -0.131, i, 23.1, 4.6%, -0.9%, -0.2%, i, 3.1, 1.1, 0.1, -36.1, 700, -1.27, 1167
27. COc1ccc(N2C(=S)NC3N2C(=S)NC3(C)c2ccccc2)cc1 (centres undefined)
    -0.0824, -0.356, -0.162, -0.356, i, 36.8, -2.3%, /, -1.4%, i, 1.4, 2.7, 5.4, 29.1, 692, -0.03, 1292
28. O=C(CN1C(=O)C(=O)N(Cc2ccccc2)C1=O)Nc1cc(Cl)cc(Cl)c1
    0.00311, -0.222, -0.254, 0.416, /, /, 5.5%, /, -4.1%, i, /, /, /, -35.1, 710, 0.35, 1487
29. O=C(O)c1ccc2cccnc2n1
    -0.945, -0.213, -0.0796, 0.555, i, 12.8, 2.7%, -0.6%, -3.3%, i, 3.0, 3.9, 4.7, 6.1, 651, -0.45, 1359
30. Cc1ccc(OCC(=O)NCc2ccccc2)c([N+](=O)[O-])n1
    0.937, -0.186, 0.417, -0.206, i, 4.9, 7.9%, 0.7%, 19.1%, i, 7.3, 2.4, 7.1, -4.8, 666, 0.74, 1568
31. c1ccc(-n2c(-c3cccs3)nc3nc4ccccc4nc32)cc1
    -0.692, -0.21, -0.483, -0.0798, i, 15.3, 3.2%, -2.1%, 7.0%, i, 2.8, 3.2, 6.0, 41.9, 715, -0.32, 1554
32. COc1ccc(C)cc1-n1nnnc1SCC(=O)N1CCC(C(=O)Nc2nccs2)CC1
    0.872, -0.166, 0.253, -0.347, i, 2.1, 10.8%, 4.2%, 0.0%, i, 2.7, 1.9, 5.4, /, /, 0.65, 986
33. CC1(C(=O)Nc2cccc(C(F)(F)F)c2)CO1 (centres undefined)
    -0.579, -0.305, -0.236, 0.221, i, 0.0, 7.4%, 0.1%, 9.6%, i, 3.0, 1.8, 5.9, /, /, -0.71, 1167
